ROC1-CUL1 inh – inhibitors of human ROC1-CUL1 ubiquitin ligase activity; E3 ubiquitin-protein ligase RBX1 (Homo sapiens) + Cullin-1 (Homo sapiens), P62877+Q13616; in vitro K48 di-Ub FRET, acceptor:donor ratio, 45 min; inhibition, % at 10 µM; 0.6% of 140,000 active; AID 1347404, 2020; in the data active means inhibition above about 25%
Target sequence (P62877 whole entry, looked up): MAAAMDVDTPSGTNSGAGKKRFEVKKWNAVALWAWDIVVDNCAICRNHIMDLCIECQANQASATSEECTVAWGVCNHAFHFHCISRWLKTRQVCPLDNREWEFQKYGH
Target sequence (Q13616 whole entry, looked up): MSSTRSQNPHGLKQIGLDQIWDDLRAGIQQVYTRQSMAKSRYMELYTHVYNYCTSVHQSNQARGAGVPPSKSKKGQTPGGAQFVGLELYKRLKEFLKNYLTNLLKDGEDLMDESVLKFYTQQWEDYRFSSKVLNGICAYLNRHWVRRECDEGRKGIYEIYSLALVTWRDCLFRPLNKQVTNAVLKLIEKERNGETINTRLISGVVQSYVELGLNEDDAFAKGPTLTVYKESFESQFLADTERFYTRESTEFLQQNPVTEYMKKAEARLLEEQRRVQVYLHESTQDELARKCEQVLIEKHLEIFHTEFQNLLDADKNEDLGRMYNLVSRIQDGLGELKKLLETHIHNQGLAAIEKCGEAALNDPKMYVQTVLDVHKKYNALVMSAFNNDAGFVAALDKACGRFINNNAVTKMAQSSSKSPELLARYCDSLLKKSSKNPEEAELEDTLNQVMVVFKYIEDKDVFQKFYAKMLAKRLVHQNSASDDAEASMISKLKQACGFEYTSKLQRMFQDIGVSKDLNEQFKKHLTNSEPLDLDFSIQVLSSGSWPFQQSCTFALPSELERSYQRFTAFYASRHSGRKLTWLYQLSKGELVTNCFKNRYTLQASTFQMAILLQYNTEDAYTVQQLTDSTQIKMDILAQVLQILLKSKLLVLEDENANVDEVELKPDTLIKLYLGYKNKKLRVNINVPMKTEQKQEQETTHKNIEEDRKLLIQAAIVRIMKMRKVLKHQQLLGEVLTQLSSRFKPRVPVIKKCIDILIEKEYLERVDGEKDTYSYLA
* marks the source's active call; other numbers are inactive results. An excerpt; count on the stated rates, not on these rows.

Start of the data: the first 18 compounds (preview)
ROC1-CUL1 inh | Molecule
2 | CCOC(=O)C1C(C)=NC2=C(C(=O)c3ccccc32)C1c1cccc2ccccc12 (stereo not drawn)
-5 | COc1ccc(OC/C=C/CN(C)C)cc1
6 | CN(C)CCO/N=C(\c1ccc(Br)cc1)c1cccnc1
-1 | COc1ccc(Nc2nc(N)nc(CSc3nc4ccccc4s3)n2)cc1
3 | Clc1ccc(Nc2nc3cccnc3s2)cc1
3 | Cc1nn(C)c(Cl)c1S(=O)(=O)N1CCCC(CNC(=O)c2cccnc2)C1 (stereo not drawn)
2 | O=[N+]([O-])c1ccc(-n2ccnc2)nc1-n1ccnc1
-6 | Cc1ccc(Cl)cc1NC(=O)c1sc(-n2nc(C)c(Cc3ccc4c(c3)OCO4)c2C)nc1C
8 | CCOC(=O)c1ccc(Nc2nc3nonc3nc2Nc2cccc(C)c2C)cc1
8 | CCc1ccc2oc(C(=O)N=C3C(=O)N(c4ccccc4)N(C)C3C)cc(=O)c2c1 (stereo not drawn)
7 | O=C1NC(=O)N(c2ccccc2)C2=NC(c3cccs3)=NC(C(F)(F)F)(C(F)(F)F)C12 (stereo not drawn)
-14 | O=C1COc2ccc(-c3cc(-c4ccccc4)c4c(n3)-c3cc(Cl)ccc3OC4)cc2N1
-10 | CC(=O)Nc1cc(-c2ccc(F)cc2)[nH]n1
6 | CCCCn1nnnc1NC(=O)NCc1n[nH]c2c1CCC2
15 | O=C1C=CC2C1C1C=CC2C12OCCO2 (stereo not drawn)
0 | Cc1ccc(S(=O)(=O)c2nnn3c2nc(N2CCCC2)c2sccc23)cc1
-2 | COCCNC(=O)CCC1CCN(C(=O)C2CC(=O)N(Cc3ccccn3)C2)CC1 (stereo not drawn)
6 | CNCCCN=C(c1ccccc1)c1ccccc1C

The list itself, previewed entries included:
ROC1-CUL1 inh | Molecule
2 | CCOC(=O)C1C(C)=NC2=C(C(=O)c3ccccc32)C1c1cccc2ccccc12 (stereo not drawn)
-5 | COc1ccc(OC/C=C/CN(C)C)cc1
6 | CN(C)CCO/N=C(\c1ccc(Br)cc1)c1cccnc1
-1 | COc1ccc(Nc2nc(N)nc(CSc3nc4ccccc4s3)n2)cc1
3 | Clc1ccc(Nc2nc3cccnc3s2)cc1
3 | Cc1nn(C)c(Cl)c1S(=O)(=O)N1CCCC(CNC(=O)c2cccnc2)C1 (stereo not drawn)
2 | O=[N+]([O-])c1ccc(-n2ccnc2)nc1-n1ccnc1
-6 | Cc1ccc(Cl)cc1NC(=O)c1sc(-n2nc(C)c(Cc3ccc4c(c3)OCO4)c2C)nc1C
8 | CCOC(=O)c1ccc(Nc2nc3nonc3nc2Nc2cccc(C)c2C)cc1
8 | CCc1ccc2oc(C(=O)N=C3C(=O)N(c4ccccc4)N(C)C3C)cc(=O)c2c1 (stereo not drawn)
7 | O=C1NC(=O)N(c2ccccc2)C2=NC(c3cccs3)=NC(C(F)(F)F)(C(F)(F)F)C12 (stereo not drawn)
-14 | O=C1COc2ccc(-c3cc(-c4ccccc4)c4c(n3)-c3cc(Cl)ccc3OC4)cc2N1
-10 | CC(=O)Nc1cc(-c2ccc(F)cc2)[nH]n1
6 | CCCCn1nnnc1NC(=O)NCc1n[nH]c2c1CCC2
15 | O=C1C=CC2C1C1C=CC2C12OCCO2 (stereo not drawn)
0 | Cc1ccc(S(=O)(=O)c2nnn3c2nc(N2CCCC2)c2sccc23)cc1
-2 | COCCNC(=O)CCC1CCN(C(=O)C2CC(=O)N(Cc3ccccn3)C2)CC1 (stereo not drawn)
6 | CNCCCN=C(c1ccccc1)c1ccccc1C
8 | C/C(=N\NC(N)=O)c1ccc(N2C(=O)C3CC=C(Cl)CC3C2=O)cc1 (stereo not drawn)
18 | Cc1[nH]c(=O)[nH]c(=O)c1NS(=O)(=O)c1ccc2c(c1)n(C)c(=O)n2C
0 | O=C(CSc1nc2ccccc2s1)N1c2ccccc2Sc2ccc(C(F)(F)F)cc21
-7 | COc1cc(Cl)c(NC(=O)C2CCN(S(=O)(=O)c3c(C)noc3/C=C/c3ccccc3F)CC2)c(OC)c1
-5 | CCc1cc(-c2nc(-c3c(C)ncc4c3CCN(C(C)=O)C4)no2)on1
-1 | Cc1ccc(NC(=O)Cn2c(=O)n(CCCCC(=O)NCc3ccccc3Cl)c(=O)c3ccccc32)cc1C
0 | C=C(C)Cn1c(SCC(=O)OCC)nc2sc3c(c2c1=O)CCCC3
-2 | Cc1nnc(SCC(=O)Nc2nsc(-c3ccc(Cl)cc3)n2)s1
7 | Cn1ncc(N2CCN(C(=O)NC3CCCCCC3)CC2)cc1=O
-3 | O=C(NCC1(O)CCCCC1)C1CCC(=O)N(Cc2ccccn2)C1 (stereo not drawn)
91* | N#CC1=C(C(F)(F)F)CC(c2ccco2)=NC1=S
-5 | COc1ccc(Cl)cc1NC(=O)Cn1nc(Cc2ccncc2)c2ccccc2c1=O

The closing 2 compounds of the section before come first, to join the parts:
ROC1-CUL1 inh | Molecule
91* | N#CC1=C(C(F)(F)F)CC(c2ccco2)=NC1=S
-5 | COc1ccc(Cl)cc1NC(=O)Cn1nc(Cc2ccncc2)c2ccccc2c1=O
-12 | O=C(CN1CCN(Cc2ccc(F)cc2Cl)C1=O)NCCc1ccc(Cl)cc1
14 | CCC(C(=O)OCc1ccccc1)(C(=O)OCc1ccccc1)C(Cc1cncn1C)C(=O)OC (stereo not drawn)
4 | Cc1ccc(Cl)cc1N1CCN(C(=O)c2cn(C)c3ccc(S(=O)(=O)N4CCCCC4)cc3c2=O)CC1
2 | COc1cc(C)c(CC2=NC(=S)N(c3ccc(C)c(C)c3)C2=O)cc1C(C)C
2 | CCOC(=O)C1C(=N)Oc2c(oc(CO)cc2=O)C1c1cccnc1 (stereo not drawn)
-2 | CC(=O)Nc1ccc(C(=O)NNC(=O)C(F)(F)F)cc1
-2 | O=c1oc(/C=C\c2ccccc2)nc2sc3c(c12)CCCC3
0 | O=C(NCc1ccc(Cl)cc1)c1ccc(NC(=O)N2CC3CCCN3c3ccccc32)cc1 (stereo not drawn)
-4 | CCc1ccc(NC(=O)c2ccc3nc(C(C)C)oc3c2)cc1
2 | COc1cc(NS(=O)(=O)c2ccc(NC(=O)CSc3nc(C)cc(C)n3)cc2)nc(OC)n1
4 | COc1ccc(NC(=O)c2ccc(OC(F)F)c(OC)c2)cc1OC
-20 | C=C(CS(=O)(=O)c1ccc(C)cc1)C(N)=O
2 | COc1ccc(/C=C2\C(=O)c3ccccc3S2(=O)=O)cc1
3 | Cc1ccc(N2CCN(Cc3nc4ccccc4c(=O)n3-c3ccc(F)cc3)CC2C)cc1 (stereo not drawn)
2 | COc1ccc(CCNC(=O)Cn2c(=O)c3cccn3c3ccc(F)cc32)cc1OC
6 | O=c1oc2cc(Cl)c(O)c(Br)c2s1
4 | CN1C(=O)/C(=C\c2cccc(F)c2)SC1=S
-2 | Cc1cc2ncc(S(=O)(=O)c3ccccc3)c(-c3ccc(Cl)cc3)n2n1
-4 | CC1C(=NC(=S)Nc2ccccc2)C(=O)N(c2ccccc2)N1C (stereo not drawn)
-4 | COc1ccc(-n2cc(C(=O)c3ccc(-c4ccccc4)cc3)c(C(C)=O)n2)cc1
-9 | Cc1ccc(CNS(=O)(=O)c2ccc(C(C)(C)C)cc2)n1C
-6 | COc1ccc(/C=C2\CCCC3C2=NC(=S)NC3c2ccc(OC)cc2)cc1 (stereo not drawn)
-2 | Cc1ccccc1CN1c2ccccc2-c2nc(SCC(=O)Nc3cc(F)ccc3F)ncc2S1(=O)=O
-6 | CCOC(=O)c1nn(-c2cccc(OC)c2)c(C)c1C(C)=O
-6 | CC1=Nc2ccccc2C(c2ccccc2)(c2ccccc2)O1
1 | COc1ccc(CN2CCc3c(c(=O)n4ncc(C(=O)N5CCN(c6ccccc6F)CC5)c4n3C)C2)cc1
0 | Cc1cc(Cl)ccc1OCC(=O)Nc1ccccc1Oc1ccccc1
2 | O=C(CSc1nc2ccccc2c(=O)[nH]1)c1ccc(Cl)cc1
0 | O=C(NC1CCCC1)c1ccc(N2CCC(NCCc3cccc(F)c3)CC2)cc1
-1 | Cc1ccc(-c2csc(=Nc3ccccc3)n2CCCO)cc1
-8 | O=C(NCCC1=CCCCC1)C(Sc1ccccc1)c1ccccc1 (stereo not drawn)
-3 | CC(Sc1ccc(Cl)cc1)C(=O)Nc1cccnc1 (stereo not drawn)
0 | COc1cc(Nc2ncc3c(n2)CCN(Cc2cc(F)cc(F)c2)C3)cc(OC)c1
-6 | CCCOc1ccc(CNC(=O)C(CC)n2nc(C)c3sc4ccccc4c3c2=O)cc1 (stereo not drawn)
-1 | CC1(C(=O)N2CCC(N3CCCC(C(=O)NC4CC4)C3)CC2)CCCCC1 (stereo not drawn)
1 | C=CCSc1nnc2c(n1)OC(c1ccccc1OCCC)N(C(C)=O)c1ccccc1-2 (stereo not drawn)
-10 | Cc1ccc(C(=O)Oc2cc(Cl)nnc2-c2ccccc2)cc1
-13 | COc1ccc(C(=O)N2CCCC2)c(OC2CCN(C(=O)CSC)CC2)c1
6 | COc1ccc(C2=NC(C(F)(F)F)(C(F)(F)F)N=C3Sc4ccccc4N32)cc1
5 | CSc1ccc(C(=O)NCc2nc(-c3ccc(NC(=O)Cc4ccccc4)cc3)oc2C)cc1
0 | CC(C)(C)C(=O)N1CCN(Cc2ccc(F)cc2)CC1
2 | COc1ccc(C2CC(=O)c3cc(-c4nc(-c5cccc([N+](=O)[O-])c5)cs4)c(=O)n(-c4ccccc4)c3C2)cc1 (stereo not drawn)
-13 | O=C1CCC(=O)N1CN(C(=O)C(F)(F)F)c1ccccc1
-4 | CN(C)c1ccc(/C=C2\CCSc3ccccc3C2=O)cc1
3 | Cc1c(Cl)cccc1NC(=S)N1CCC(O)CC1
-1 | CCOc1ccc(Cn2c(SCC(=O)N3CCN(c4ccc(F)cc4)CC3)nc3c2c(=O)n(C)c(=O)n3C)cc1OCC
-3 | COc1ccccc1OCC(=O)NCC(c1ccc(Cl)cc1)N1CCOCC1 (stereo not drawn)
-6 | O=c1c2c3c(sc2n(Cc2cc(=O)n4ccccc4n2)c(=O)n1-c1ccc(Cl)cc1)CCC3
7 | Cc1cc(C(=O)N2CCC(C3CCN(CC(C)C)CC3)C2)nc(N)n1 (stereo not drawn)
-1 | N=c1c(Nc2ccc(F)cc2)nnc(N)n1C(=O)c1ccccc1
-5 | CCC(=O)N1c2ccccc2-c2nnc(SC)nc2OC1c1cc(OC)c(OC)c(OC)c1 (stereo not drawn)
-6 | COc1cccc(N2CC(NC(=O)COc3ccccc3F)CC2=O)c1 (stereo not drawn)
-5 | Cc1ccc2c(=O)c(C(=O)c3ccc(F)cc3)cn(CC(=O)NCCc3ccccc3)c2n1
-5 | COc1ccc(NC(=S)NC(=O)C2CCC2)cc1
8 | Cc1ccccc1NC(=O)COc1cc(Cl)c(Cl)cc1Cl
3 | Cc1onc(-c2ccccc2Cl)c1C(=O)Oc1ccc(Br)cc1
1 | O=C(NC1(C(F)(F)F)Oc2ccc(Cl)cc2O1)N1CCc2ccccc21 (stereo not drawn)
-5 | CCCN1Cc2cccc(C(=O)Nc3ccc(C(C)=O)cc3)c2C1=O
-2 | O=C(Nc1ccc(Cn2cc(Br)cn2)cc1)/C(=C/c1ccccc1)c1ccccc1
2 | Fc1cccc(-c2nnc(-c3ccccc3Cl)o2)c1

Following part:
ROC1-CUL1 inh | Molecule
11 | COc1ccccc1CNCC1CCNCC1
-6 | CNCc1cccc(Oc2nnnn2-c2ccccc2)c1
-5 | CCn1c2ccccc2c2cc(-c3nn(-c4ccccc4)cc3C=C(C#N)C#N)ccc21
4 | CCCN1CCC(NC(=O)c2cccc(OCC)c2)CC1
-4 | Cc1ccc(-c2ccccc2)n1-c1cccc(C(=O)O)c1
1 | COc1ccc(Cl)cc1NC(=O)c1sc2nc(-c3ccc4c(c3)OCO4)ccc2c1N
1 | Cc1ccc(OC2CCN(Cc3ccncc3)CC2)c(C(=O)N[C@H](C(N)=O)C(C)C)c1
-8 | CN1CCN(c2ncc3c(n2)CCN(Cc2ccccc2Cl)C3)CC1
-1 | CCc1ccc(NC(=O)Cn2cnc3nc4c(cc3c2=O)CCCC4)cc1
7 | CCCCc1ccccc1NC(=O)c1ccc(Cn2nc(C)c(Cl)c2C)o1
-9 | O=C(CSC1=Nc2ccccc2C2=NC(CCC(=O)NC3CCCCC3)C(=O)N12)Nc1cccc(Cl)c1 (stereo not drawn)
-1 | CC(=O)N1c2c(cc(Br)cc2S(=O)(=O)NCc2ccccc2Cl)CC1C (stereo not drawn)
-11 | COc1ccc(CNC(=O)CN(c2ccccc2)S(=O)(=O)N(C)C)cc1
3 | CCS(=O)(=O)N1CCCC(C(=O)Nc2c(C)cccc2C)C1 (stereo not drawn)
-4 | CCc1ccc(C(=O)NN(C(=O)c2ccc(CC)cc2)C(C)(C)C)cc1
5 | c1ccc(-c2nnn3c2ncc2sccc23)cc1
-4 | O=C(NC1(C(F)(F)F)C(=O)N=C2C1C(=O)NC(=O)N2c1ccccc1)c1ccc(F)cc1 (stereo not drawn)
-2 | COc1ccc(CCNC(=O)Cn2cc(S(=O)(=O)Cc3ccccc3Cl)c3ccccc32)cc1OC
1 | COc1ccc(C(C)=O)cc1NC(C)=O
-1 | Cc1ccc(CNC(=O)C(CC(C)C)N2Cc3ccccc3C2=O)cc1 (stereo not drawn)
7 | O=C(NC1CC1)c1ccc(Cn2c(SCc3ccc(F)cc3)nc3cccnc32)cc1
-4 | CCN1C(=O)N(C)C(=O)CC1=NC
4 | CCC1OC2CC3(O1)C1CCC4=CC(=O)CCC4(C)C1CCC3(C)C2C(C)=O (stereo not drawn)
3 | CCCSCCCNC(=O)c1cc2n(n1)CCCN(Cc1ccc(C)cc1)C2=O
11 | Cc1ccc(NC(=O)CSc2nnc(Cc3ccccc3)o2)cc1C
-3 | Cc1ccc(Cl)cc1N1CCN(CCCNC(=O)C2COc3ccccc3C2)CC1 (stereo not drawn)
0 | Cc1ccc(-n2c(=O)c3c4c(sc3n(Cc3ccccc3C)c2=O)CCC4)cc1C
12 | Cc1ccc(/C=C2\CCCC3C2=NN(C(=O)CN2N=NC4C(=O)N(c5cccc(F)c5)C(=O)C42)C3c2ccc(C)cc2)cc1 (stereo not drawn)
5 | Cc1c(C(=O)N2CCN(Cc3cccc(F)c3)CC2)oc2ccccc12
-11 | Cc1ccc2oc3c(c(=O)c2c1)C(c1ccc(O)cc1)N(CCCN(C)C)C3=O (stereo not drawn)
